DT40 TDP1 no CPT: qHTS for Inhibitors of human tyrosyl-DNA phosphodiesterase 1 (TDP1): qHTS in cells in absence of CPT. actives 15% (n = 420,000). DT40 Tdp1-/- hTDP1 cells, no CPT, ATP luminescence, 48 h. Potency, µM (titrated, usually from 46.2 µM), for inactives: at the highest dose activity change, negative = growth inhibition, most hits filed as inhibitors; also: nearly all actives have a fitted effect of over 55% in size
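Chicken DT40 Tdp1-/- cells stably complemented with human TDP1 were seeded at 400 cells/well with DMSO in place of 20 nM camptothecin. After compound pinning, cells grew at least 48 hr at 37 °C; viability read by CellTiter-Glo luminescence.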
TDP1 inh: inhibitors of human tyrosyl-DNA phosphodiesterase TDP1; Q9NUW8; recombinant TDP1, AlphaScreen DNA substrate cleavage; Potency, µM (series often up to 130 µM), for inactives: at the top dose activity change, negative = inhibition, usual class: inhibitors; actives 0.28% (n = 350,000); also: nearly all actives have a fitted effect of over 40% in size
Target sequence (Q9NUW8 whole entry, looked up): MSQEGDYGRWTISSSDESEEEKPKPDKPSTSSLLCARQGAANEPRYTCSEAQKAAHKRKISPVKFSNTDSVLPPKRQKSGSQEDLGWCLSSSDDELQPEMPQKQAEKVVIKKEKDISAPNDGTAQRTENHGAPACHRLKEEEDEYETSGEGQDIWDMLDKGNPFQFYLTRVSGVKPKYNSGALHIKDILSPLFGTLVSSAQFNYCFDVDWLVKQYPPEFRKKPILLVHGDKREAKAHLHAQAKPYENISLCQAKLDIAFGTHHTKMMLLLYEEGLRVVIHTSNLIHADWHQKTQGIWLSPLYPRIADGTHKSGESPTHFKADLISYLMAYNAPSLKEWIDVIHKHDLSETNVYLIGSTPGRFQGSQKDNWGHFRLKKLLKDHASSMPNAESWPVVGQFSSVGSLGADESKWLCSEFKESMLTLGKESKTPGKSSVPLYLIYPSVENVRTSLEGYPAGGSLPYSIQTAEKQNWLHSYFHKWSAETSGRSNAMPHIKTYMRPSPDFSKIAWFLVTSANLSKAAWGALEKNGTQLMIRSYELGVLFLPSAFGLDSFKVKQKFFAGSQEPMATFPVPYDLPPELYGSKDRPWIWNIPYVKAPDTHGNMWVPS
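E. coli-derived human Tdp1, 1 nM final. Cpd preinc 15 min RT; substrate 15 nM final, 5 min RT; AS bead mix 10 ug/ml final, 10 min RT. Signal loss = tyrosine-FITC cleavage. No-enzyme wells = max signal.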
N370S GC mod: N370S glucocerebrosidase modulation, Gaucher chaperone candidate. P04062. N370S GC spleen homogenate, 4MU-glucoside fluorescence. Potency, µM (doses to about 59.4 µM), for inactives: at the highest dose activity change, negative = inhibition, hits mostly inhibitors. actives 0.092% (n = 330,000). AID 2101;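 also: 0% = full enzyme activity and -100% = no enzyme basal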
* hit, by the source's call; ? = inconclusive; . = no result given; & = joins results of further samples; [ ] = another dose, or the depositor's remark. Calls follow the shape of the dose curve; as a rule, active = well fitted curve in the direction sought with a large enough effect; inconclusive = small, poorly fitted or top-dose-only effect, or another doubt; inactive = no such curve, though single readings can be large; an effect the other way counts as inactive or inconclusive. Unless noted, % is scaled to controls: 0 for no effect and ±100 for the full control effect; potency is read from the fitted curve at half-maximal effect. A portion of the library, so the mix of outcomes need not match the whole.

Structure | DT40 TDP1 no CPT | TDP1 inh | N370S GC mod
Cc1ccc(-c2nnn(CC(=O)N(c3ccccc3)C(C(=O)NC3CCCC3)c3ccncc3)n2)o1 (stereo not drawn) | 9% | . | 3%
Cc1ccc(C2c3c(oc4cc(C)c(C)cc4c3=O)C(=O)N2CCCN2CCOCC2)cc1 (stereo not drawn) | ? | 3% | -22%
NC(=O)c1sc2nc3c(c(-c4cccs4)c2c1N)CCCCC3 | ? | 2% | -14%
Cc1ccc(N2C(=O)[C@@H]3[C@H](C2=O)[C@H]2C=CC=NN2[C@@H]3C(=O)Nc2ccccc2)cc1 | -25% | 5% | 2%
O=C(NCc1cccnc1)C1CCN(S(=O)(=O)c2cccnc2)CC1 | -20% | 6% | 0%
O=[N+]([O-])c1cc(/C=N/O)ccc1SCc1ccccc1Cl | ? | 9% | 3%
COc1cc(/C=N\NS(=O)(=O)c2ccccc2)cc(OC)c1OC | -16% | . | -1%
O=C(CSC1CS(=O)(=O)c2cc([N+](=O)[O-])ccc21)NNC(=O)c1ccccc1 (stereo not drawn) | 21µM* | . | 2%
O=[N+]([O-])c1ccccc1S(=O)(=O)NCc1ccco1 | 5% | 6% | 7%
O=C(Cn1c(=O)oc2ccccc21)NCc1ccccc1Cl | ? | 3% | .
O=C(NCCc1ccc2c(c1)OCCO2)c1cc(S(=O)(=O)N2CCCC2)ccc1Cl | ? | 4% | -1%
O=c1c2ccccc2n2c(-c3ccc(F)c(F)c3)nnc2n1CCc1ccccc1 | ? | 6% | .
Cc1ccc(NC(=S)NNC(=O)CCn2cc(C)cn2)cc1 | -10% | 5% | 1%
CN(C)c1ccc(C2OC(=O)C3(CCCC3)C(=O)C2(C)C)cc1 (stereo not drawn) | 0% | -2% | 2%
CN(C)CCC(c1ccccc1)c1ccccn1 (stereo not drawn) | -3%&11%&4%&0%&-2% | 8%[56.1 µM] | -6%&-2%&-8%&0%&11%
CCCN(C(=O)CSc1nnnn1-c1ccccc1OC)C1CCS(=O)(=O)C1 (stereo not drawn) | -3% | 0% | -14%
CC(C)(C)c1ccc(OCC(=O)Nc2c(C(=O)c3ccc(F)cc3)oc3ccccc23)cc1 | ? | -3% | .
COc1cc2cc(CCCO)oc(=O)c2cc1OC | 13% | 0% | .
C1=C(c2sc3ccccc3c2-c2ccc(OCCN3CCOCC3)cc2)CCCC1 | ? | 4% | .
Cc1ccc(S(=O)(=O)N(C)c2ccc(C(=O)Nc3ccc(C)cn3)cc2)cc1 | ? | 0% | -9%
CCn1c(=O)cc(OCC(=O)N2CCN(c3ccc(OC)cc3)CC2)c2ccccc21 | -92% | 3% | .
O=C(O)c1cc(-c2ccccn2)n[nH]1 | 10% | 8% | 2%
COc1ccc(OC)c(NC(=O)CSc2nnc3ccc(-c4ccncc4)nn23)c1 | -17% | -8% | 1%
Cc1ccc(-c2noc(-c3nnn(CC(=O)Nc4ccc(C)cc4Cl)c3N)n2)cc1 | -9% | 6% | .
O=C(OCC(O)COC(=O)c1cccnc1)c1cccnc1 | 7% | 4% | -14%

One compound at a time, from the list above.
O=[N+]([O-])c1cc(/C=N/O)ccc1SCc1ccccc1Cl in the list: DT40 TDP1 no CPT = ?; TDP1 inh = 9%; N370S GC mod = 3%
O=c1c2ccccc2n2c(-c3ccc(F)c(F)c3)nnc2n1CCc1ccccc1 in the list: DT40 TDP1 no CPT = ?; TDP1 inh = 6%; N370S GC mod = .

Later entries
Structure | DT40 TDP1 no CPT | TDP1 inh | N370S GC mod
C=CCn1c(N2CCCCCC2)nc2c1c(=O)n(C)c(=O)n2C | ? | 8% | 8%
CCCCc1nc2c(c3c1C[C@H](C)OC3)CN(C(=O)N[C@H](C(=O)OC)C(C)C)CC2 | . | 5%[21 µM] | -5%[12.8 µM]
Cc1nc(SCC(N)=O)c([N+](=O)[O-])[nH]1 | 7% | -3% | 1%
COC(=O)c1ccc(CNC(=O)COC(=O)COc2ccc(OC)cc2)cc1 | 5% | 2% | -1%
CC(=O)c1ccc(NC2c3ncccc3C(=O)N2Cc2ccc(F)cc2)cc1 (stereo not drawn) | -5% | 7% | -26%
COC(=O)c1cccc(NC(=O)C(C)(C)C)c1 | -2% | -1% | -1%
COc1ccccc1N=Nc1c(C)n[nH]c1C | 23% | . | -10%
COC(=O)c1ccc(C(NC(=O)OCc2ccccc2)/C(=C/[C@@H](C)C(=O)NCc2nc3ccccc3n2C)c2cccnc2)cc1 (stereo partly drawn) | . | 14% | 2%
CC(C)c1cccc(C(C)C)c1NC(=O)COC(=O)c1ccc(OCC(=O)Nc2cccc(C(F)(F)F)c2)cc1 | ? | 2% | -13%
CN(CC(=O)Nc1ccc(F)cc1)C(=O)COC(=O)C1CCN(c2ccc(C(F)(F)F)cn2)CC1 | -6% | 1% | -3%
C=CCn1c(CC(C)(C)C)nc2ccccc21 | 3% | 0% | 4%
Cc1ccc(C)c(NC(=O)Cn2c(=O)nc(-c3ccccc3)c3ccccc32)c1 | -20% | 6% | .
N#Cc1cccc(NC(=O)CSc2sc3c(O)cc(=O)[nH]c3c2C#N)c1 | 5% | 12% | -14%
CCOC(=O)C1(C(=O)OCC)C(c2ccccc2)CC(O)N1C(C)=O (stereo not drawn) | -17% | 9% | 0%
COc1cc(NS(=O)(=O)c2ccc(NC(=O)/C=C/C(=O)O)cc2)nc(OC)n1 | 8% | . | -9%
COc1ccc(NC(=S)N(CCc2nc3cc(C)c(C)cc3[nH]2)Cc2cccnc2)cc1 | -28% | 0% | -13%
CC(=O)c1ccc(OCc2cc(C(=O)NCCc3ccc(Cl)cc3)no2)cc1 | 7% | 1% | -3%
CC(C)(C)c1ccc(C(=O)NC(Cc2ccccc2)C(=O)O)cc1 (stereo not drawn) | . | 3% | 17%
Cc1cc(C(=O)CN2C(=O)C(=O)N(Cc3ccco3)C2=O)c(C)n1CCc1ccccc1 | 18µM* | 3% | .
COc1c(C)cccc1C(=O)NC(=S)Nc1ccccc1N1CCCC1 | -15% | 11% | -10%
COc1cc(C(=O)Nc2ccc(C#N)cc2)c([N+](=O)[O-])cc1OC | ? | 3% | -6%
O=C1C2C3CCCC3=C3CCCC3C2C(=O)N1c1cccc(Cl)c1 (stereo not drawn) | -25% | 2% | 1%
COc1cc(OC)cc(C(=O)N[C@H](C(=O)OCC(=O)Nc2ccc(C)cc2C)C(C)C)c1 | -18% | -2% | ?
COc1cc(-c2nnc(SCCOc3ccc(Cl)cc3)o2)cc(OC)c1OC | 8.2µM* | 9% | .
O=S(=O)(Nc1cccc(S(=O)(=O)N2CCCC2)c1)c1ccc(F)cc1 | 5% | 1% | -1%

Single entries from the list.
CC(C)c1cccc(C(C)C)c1NC(=O)COC(=O)c1ccc(OCC(=O)Nc2cccc(C(F)(F)F)c2)cc1 – N370S GC mod: -13%
CN(CC(=O)Nc1ccc(F)cc1)C(=O)COC(=O)C1CCN(c2ccc(C(F)(F)F)cn2)CC1 – TDP1 inh: 1%
CC(=O)c1ccc(OCc2cc(C(=O)NCCc3ccc(Cl)cc3)no2)cc1 – TDP1 inh: 1%
CC(C)(C)c1ccc(C(=O)NC(Cc2ccccc2)C(=O)O)cc1 (stereo not drawn) – TDP1 inh: 3%
COc1ccccc1N=Nc1c(C)n[nH]c1C – DT40 TDP1 no CPT: 23%
Cc1nc(SCC(N)=O)c([N+](=O)[O-])[nH]1 – N370S GC mod: 1%

Further entries follow.
Structure | DT40 TDP1 no CPT | TDP1 inh | N370S GC mod
CC(C)(C)C(=O)COC(=O)C1CC(=O)N(c2ccccc2)C1 (stereo not drawn) | -15% | -10% | 3%
COC(=O)[C@H](Cc1ccccc1)NC(=O)NCc1cccs1 | -15% | 10% | 3%
CCCCC(=O)Nc1cc([N+](=O)[O-])ccc1Cl | ? | 4% | -18%
COc1ccc(CCNC(=O)c2cc(S(=O)(=O)N3CCOCC3)ccc2N2CCCC2)cc1OC | -27% | -10% | 2%
CC1CCN(C(=O)CSc2nnc(CNC(=O)c3ccc(S(=O)(=O)N(C)C)cc3)o2)CC1 | -19% | 1% | 1%
N#Cc1c(N)nc2c(c1N)CC(CCl)O2 (stereo not drawn) | -1% | 3% | 10%
Cc1csc(NC(=O)CSc2ncc(-c3ccccc3)[nH]2)n1 | -23% | 6% | ?
Cc1ccc(C(=O)O)cc1-n1c(C)ccc1-c1ccccc1 | -4% | -3%[12.3 µM] | .
CCOc1ccc(C(C)=O)cc1COc1cccnc1[N+](=O)[O-] | 6.5µM* | . | 0%
COc1ccccc1NCc1ccc([N+](=O)[O-])s1 | -23% | 3% | 11%
CCC(CC)C(=O)N1CC(=O)Nc2ccc(Br)cc2C1c1ccccc1 (stereo not drawn) | ? | 3% | 12%
COc1ccc(S(=O)(=O)NCC2CCCN(C(=O)c3ccccc3)C2)cc1 (stereo not drawn) | -1% | 5% | 2%
CC(=Nc1ccccc1C(F)(F)F)c1ccncc1 | -4% | . | -6%
Cc1ccccc1C1CC(=O)NC2=C1C(=O)CCC2 (stereo not drawn) | -2% | 8% | -9%
COc1ccc(CNC(=O)CNC(=O)c2ccc(Br)o2)cc1OC | 12% | 1% | -17%
CCc1ccccc1NS(=O)(=O)c1ccc2oc(=O)c3ncn(C)c3c2c1 | 1% | 0% | .
O=c1c2ccccc2nnn1CSc1nnc(COc2ccc(Cl)cc2)n1Cc1ccco1 | 21µM* | 6% | ?
CCc1noc(C)c1C(=O)N1CCN(S(=O)(=O)c2c(C)c(C)cc(C)c2C)CC1 | ? | . | -4%
C=CCNC(=O)C1CC(=O)N(c2ccc(OCC(=O)Nc3ccc(CC)cc3)cc2)C1 (stereo not drawn) | 9% | 6% | 2%
COc1cc2c(c(OC)c1OC)-c1c(cc3c(c1OC)OCO3)CC(C)C(C)(O)C2OC(=O)c1ccccc1 (stereo not drawn) | . | 6% | -4%
COC(=O)c1cc(NC(=O)Cc2cc(OC)c(OC)c(OC)c2)cc(C(=O)OC)c1 | -18% | 5% | 3%
C/C(CC(=O)NC(C)(C)C)=N\NC(=O)c1ccco1 | 4% | 3% | -16%
CCN(CC)C(=O)COc1coc(CN2CCN(c3ccccc3)CC2)cc1=O | 24% | 1% | -7%
Cc1ccc(C(=O)Nc2ccc(NC(=O)c3ccc(C)o3)cc2)o1 | 3% | . | 11%
O=C(CS(=O)(=O)c1ccccc1)c1cc2ccccc2oc1=O | ? | 3% | -7%
O=C1CCc2cc(S(=O)(=O)Nc3ccc(F)cc3)cc3c2N1CC3 | -29% | -7%[0.505 µM] | -1%
O=C(CCCc1nc2ccccc2s1)Nc1ccc(N2CCOCC2)cc1 | -18% | 2% | 0%
O=S(=O)(c1ccc(Cl)cc1)N1CCCC(C(F)(F)F)C1 (stereo not drawn) | 11% | 4% | -5%
COc1ccc(C(C)(C)C)cc1NC(=O)COC(=O)C(C)C | 1% | -9% | ?
Clc1cccc(CSc2nncn3c2cc2sccc23)c1 | ? | 8% | .
COc1ccc(NC(=O)CSc2nc3sc(C)cc3c(=O)n2C)cc1 | -13% | . | 0%
CC(Cc1ccccc1)C(=O)NCCc1c[nH]c2ccccc12 (stereo not drawn) | . | 18% | -1%
Cc1cccc(NC(c2ccccc2C)c2ccc3ccc(C)nc3c2O)n1 (stereo not drawn) | 15µM* | 12% | .
COc1ccc(CNc2nc(NCc3ccc(OC)c(OC)c3)n(C(=O)c3cccs3)n2)cc1OC | 15µM* | 9% | -8%
CCOc1ccc(N2CC(C(=O)NCc3cccc(C)c3)CC2=O)cc1 (stereo not drawn) | ? | 2% | -17%
Cc1ccc(-c2nnc(-c3ccccc3)o2)cc1 | ? | 0%[56.1 µM] | 6%
Cc1ccccc1NC(=O)Cn1c(=O)n(Cc2ccccc2)c(=O)c2sc3ccccc3c21 | ? | -1% | .
CCOC(=O)c1cc(NC(=O)c2ccc(Cl)cc2)c(=O)n2c1oc1ccccc12 | 0% | 0% | .
CC(/C=C/C=C/c1ccccc1)=N/NC(=O)CNc1ccccc1C | ? | 5% | 2%
Cn1cccc1Cc1nnc(SCC(=O)NCc2ccco2)n1CCc1ccccc1 | -6% | 3% | -1%
CS(=O)(=O)c1ccc(C(=O)NCc2ccccc2F)cc1 | -25% | 2% | 3%
Cc1ccc(-n2ncc(C(=O)NCc3ccco3)c2C2CCN(C(=O)OC(C)(C)C)CC2)cc1C | ? | 5% | .
CCOc1ccc(N2C(=O)CC(N3CCC(NC(=O)Nc4ccccc4)CC3)C2=O)cc1 (stereo not drawn) | -20% | 0% | 9%
COC(=O)CCCN=C1SCCN1Cc1ccccc1 | -11% | . | -4%
Cc1ccc(OCC(=O)O/N=C(\N)Cc2ccc([N+](=O)[O-])cc2)cc1C | 0% | . | 1%
CSC1=C(C#N)C(c2sccc2C)CC(=O)N1 (stereo not drawn) | -25% | 0% | -2%
COC(=O)c1cc(C(=O)Nc2cccc(C)n2)cc([N+](=O)[O-])c1 | -25% | 5% | 2%
COc1cc(CNn2cn[nH]c2=S)cc(Br)c1OCc1ccccc1F | -8% | 5% | -1%
O=C1CC(c2ccco2)CC(O)=C1C=NCC1CCNCC1 (stereo not drawn) | -13% | ? | 7%

Source: PubChem BioAssay (National Center for Advancing Translational Sciences (NCATS))
